Screening results: PubChem BioAssay, Vanderbilt University
GIRK2 act: Activators of human GIRK2-containing channels; P48051; HEK293 GIRK2/NPY4 cells, thallium flux fluorescence; activation (% efficacy), % for hits at 37.5 µM; 34,000 tested, under 10 active; AID 1259324;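 active means primary screen hit, no activity in plain HEK293 cells, and in GIRK2-only cells above 5% efficacy rising with concentration; inactive means the rest, including fluorescent compounds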;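 further: efficacy is normalized control-subtracted fluorescence 15 s after thallium addition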
Target sequence (P48051 whole entry, looked up): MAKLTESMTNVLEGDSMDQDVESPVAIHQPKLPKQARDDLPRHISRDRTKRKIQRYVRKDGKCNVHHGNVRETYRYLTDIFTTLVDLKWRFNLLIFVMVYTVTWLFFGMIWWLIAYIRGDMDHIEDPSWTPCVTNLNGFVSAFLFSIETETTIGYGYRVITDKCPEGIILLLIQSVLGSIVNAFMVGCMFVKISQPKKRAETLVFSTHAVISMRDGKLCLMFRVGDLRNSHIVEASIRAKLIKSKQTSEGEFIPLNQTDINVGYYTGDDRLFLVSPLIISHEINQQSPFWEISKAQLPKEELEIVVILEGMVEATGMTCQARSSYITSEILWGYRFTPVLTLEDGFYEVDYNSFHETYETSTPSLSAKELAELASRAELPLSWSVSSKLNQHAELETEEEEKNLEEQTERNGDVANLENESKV
Calls only; i = inactive. Only part of the results is shown; count on the stated rates, not on these rows.

mol	GIRK2 act
COC(=O)Cn1c(=NC(=O)c2ccnn2C)sc2cc(S(N)(=O)=O)ccc21	i
Cn1c(C(F)(F)F)nn(CCNC(=O)c2c(F)cccc2Cl)c1=O	i
Cc1nnc2ccc(OCCNS(=O)(=O)c3ccc(OC(F)(F)F)cc3)nn12	i
O=C(Nc1cc(-c2ccco2)nn1CCO)c1c(F)cccc1Cl	i
Cc1ccc(-c2ccc(=O)n(CCNC(=O)NCc3ccccc3)n2)cc1	i
CC(C)c1cnc2c(c1SCc1cccc([N+](=O)[O-])c1)c(=O)n(C)c(=O)n2C	i
CCc1ccccc1NC(=O)CSC1CC(=O)N(c2ccc(C(=O)OC)cc2)C1=O (stereo not drawn)	i
O=C(NCCC(O)c1cccs1)c1ccc(F)c(F)c1 (stereo not drawn)	i
CC(=O)N1CC(C(=O)Nc2cc(C(C)(C)C)no2)C1	i
Cc1ccc(-c2ccc(=O)n(CCCNC(=O)COc3ccc(F)cc3F)n2)cc1	i
CCOC(=O)CCC(=O)N1CCN(c2nccn2-c2ccc(C)cc2)CC1	i
CCOC(=O)C1CCN(C(=O)c2csc(Nc3cccc(Cl)c3)n2)CC1	i
O=S(=O)(/C=C/c1ccccc1)N1CCC(c2nnc(C3CC3)o2)CC1	i
COc1cc(Nc2nc3c(S(=O)(=O)c4ccccc4)nnn3c3ccccc23)cc(OC)c1OC	i
COc1ccc2c(C)cc(SCC(=O)N3CCCCCC3)nc2c1	i
COC(=O)c1cc(C(C)C)nc2c1c(-c1cccs1)nn2C1CCS(=O)(=O)C1 (stereo not drawn)	i
CCOc1ccc(C2C(=C(O)c3cccc(OC)c3)C(=O)C(=O)N2c2cc(C)on2)cc1 (stereo not drawn)	i
O=C(Nc1ccccc1C(F)(F)F)N(Cc1ccsc1)Cc1ccccn1	i
COc1ccc(CNC(=O)N2CCCCC2)c(OC)c1	i
N#Cc1nc(-c2ccc(S(=O)(=O)N3CCCCCC3)cc2)oc1N1CCC(C(N)=O)CC1	i
O=C(CCn1cnc2c(cnn2-c2ccccc2)c1=O)NCC1CCCO1 (stereo not drawn)	i
O=C(CCOc1ccc(F)cc1)N1CCN(Cc2ccccc2)CC1	i
Cc1nnsc1C(=O)N1CCC(Cn2cnc3ccccc32)CC1	i
COc1ccc(OC)c(-c2nnc(NC(=O)c3ccnn3C)o2)c1	i
Cc1ccn2c(=O)c(NC(=O)C(C)Oc3ccc(C)c(C)c3)c(C)nc2c1 (stereo not drawn)	i
Cc1ccc(NC(=O)Cn2c(=O)n(CC(=O)NCCc3ccccc3)c(=O)c3sccc32)cc1	i
COc1ccc2nc(-c3ccc(NC(=O)c4cccc(OC)c4OC)cc3)cn2n1	i
O=C(NCCN1CCOCC1)C(=O)NCC1COC2(CCCCC2)O1 (stereo not drawn)	i
COc1ccccc1OCC(=O)NCC1CCN(C(=O)c2cccnc2SC)CC1	i
Cc1cccc(Cn2ccc3ccn(CC(=O)Nc4ccc(C)cc4F)c(=O)c32)c1	i
CC(C)c1ccc(OCC(=O)N(Cc2cccn2C)C2CC2)cc1	i
O=C(NCc1ccsc1)C1(c2ccccc2)CCOCC1	i
COCCn1c(=O)c2c(nc(-n3nc(C)cc3C)n2Cc2ccc(C)cc2)n(C)c1=O	i
O=C(Cc1csc(Nc2cccc(Cl)c2)n1)NCc1ccccc1	i
O=S(=O)(c1ccc(F)cc1F)N1CCN(c2ccc(-c3ccccc3)nn2)CC1	i
Cc1ccc(NC(=O)Nc2ccccc2N2CCNC(=O)C2)cc1C	i
CCCCC(=O)Nc1ccc(-c2cn3nc(OC)ccc3n2)cc1	i
Cc1ccccc1CN1CC(c2nc(-c3cccc(C(F)(F)F)c3)no2)C1	i
Cc1cc(-c2nnc(NC(=O)c3ccc([N+](=O)[O-])s3)o2)n(C)n1	i
O=C1CCC(C(=O)Nc2nc(CC(=O)N3CCCc4ccccc43)cs2)N1 (stereo not drawn)	i
CCOc1ccc(-c2cc(=O)n(CCCC(=O)Nc3cccc(SC)c3)cn2)cc1	i
Cc1cccc(Nc2ncnc3c2nnn3C)c1	i
COc1ccc(-c2cc(=O)n(CC(=O)Nc3cc(C)cc(C)c3)cn2)cc1	i
O=C(Nc1ccc(F)c(F)c1F)C1CN(C(=O)c2cnccn2)C1	i
CCNC(=O)CCn1cnc2c(cnn2C(C)(C)C)c1=O	i
CCCCOc1ccc(-c2cc3c(=O)n(Cc4nc(-c5ccccc5C)no4)ccn3n2)cc1	i
CC(C)(C)c1cc(NC(=O)c2csc(-c3cnccn3)n2)on1	i
O=C(NCc1ccco1)C1COCC(=O)N1Cc1ccccc1 (stereo not drawn)	i

Six entries from above, sorted by molar mass, descending.
mol	GIRK2 act
Cc1ccccc1CN1CC(c2nc(-c3cccc(C(F)(F)F)c3)no2)C1	i
Cc1cc(-c2nnc(NC(=O)c3ccc([N+](=O)[O-])s3)o2)n(C)n1	i
CC(C)(C)c1cc(NC(=O)c2csc(-c3cnccn3)n2)on1	i
O=C(NCc1ccco1)C1COCC(=O)N1Cc1ccccc1 (stereo not drawn)	i
CCNC(=O)CCn1cnc2c(cnn2C(C)(C)C)c1=O	i
Cc1cccc(Nc2ncnc3c2nnn3C)c1	i

The list goes on:
mol	GIRK2 act
Cc1ccc(S(=O)(=O)Nc2nc(CCC(=O)NCc3cccs3)cs2)cc1	i
Cc1ccc(Nc2cc(Cl)nc(N)n2)cc1Cl	i
O=C(NCc1cccnc1)C1CCN(c2ccc(-c3cccs3)nn2)CC1	i
CC(C)C(=O)Nc1ccc(C(=O)NCCNC(=O)C(c2ccccc2)c2ccccc2)cc1	i
c1csc(Cc2noc(C3CNC3)n2)c1	i
CCOc1ccccc1C(=O)NCC1CCN(c2ncccn2)CC1	i
COc1cccc(OCC(=O)Nc2ccc(CC(=O)NC3CC3)cc2)c1	i
COc1ccccc1NC(=O)NCC(c1cccn1C)N1CCCC1 (stereo not drawn)	i
O=C(Nc1ccc(CC(=O)N2CCC(O)CC2)cc1)c1ccc(Cl)s1	i
Cn1nc(NC(=O)c2cccs2)c2c1NC(=O)CC2c1ccco1 (stereo not drawn)	i
CC(C)c1ccccc1NC(=O)c1cc(-c2cccs2)nn1C	i
COC(=O)c1ccc2c(=O)n(CCC(=O)NCC(C)C)c(=S)[nH]c2c1	i
Cc1cccc(CS(=O)(=O)N2CCN(CCn3cccn3)CC2)c1	i
c1ccc(-c2[nH]ncc2-c2nc(-c3ccc4c(c3)OCO4)no2)cc1	i
O=C1CN(C(=O)C2CN(C(=O)c3cnccn3)C2)CCN1	i
COc1ccc(OC)c(NC(=O)C(=O)NCC2CCN(Cc3cccs3)CC2)c1	i
Cc1ccc2nc3c(cc(C(=O)Nc4ccc(Cl)cc4)n3C)c(=O)n2c1	i
O=C(NCC(O)c1ccc(C(F)(F)F)cc1)C12CC3CC(CC(C3)C1)C2 (stereo not drawn)	i
CSc1cccc(NC(=O)Cc2nnc(-c3ccsc3)o2)c1	i
CCS(=O)(=O)c1ccc(C(=O)N(CCN2CCOCC2)c2nc3c(Cl)cccc3s2)cc1	i
COc1ccc(Cl)cc1NC(=O)CSc1nnc(CCn2ccc(=O)[nH]c2=O)o1	i
COc1ccc(NC(=O)c2ccc(=O)n(CC(=O)Nc3ccc(OC)c(OC)c3)n2)cc1	i
O=C(NCC(O)(c1ccco1)C1CC1)C1(c2ccc(Cl)cc2)CCCC1 (stereo not drawn)	i
O=C(Cc1ccc(F)cc1)NCCn1ncc2c(N3CCN(c4ncccn4)CC3)ncnc21	i
O=C(CCN1C(=O)c2ccccc2S1(=O)=O)Nc1ccc(F)c(F)c1	i
COc1ccc(Cl)cc1C(=O)Nc1cc(-c2ccco2)nn1-c1nc(C)cc(=O)[nH]1	i
Cc1nc2ncnn2c(C)c1CCC(=O)O	i
COc1ccc2c(=O)c(Oc3ccc(C(=O)Nc4cccc(C(C)=O)c4)cc3)c(C)oc2c1	i
Cc1c(C(=O)N(C)C2CCS(=O)(=O)C2)nnn1-c1ccc(Cl)cc1 (stereo not drawn)	i
O=C(CSc1n[nH]c(=O)c2cc(-c3ccc(F)cc3)nn12)NCc1ccc(F)cc1	i
COc1ccccc1OCC#CCNS(=O)(=O)c1ccc(OC(F)(F)F)cc1	i
COC(=O)c1sccc1S(=O)(=O)N1CCC(c2nnc(C3CC3)o2)CC1	i
Cn1nc(-c2ccccc2)cc1C(=O)NCCOc1ccc2nnc(-c3ccccc3)n2n1	i
CC1CC(=O)Nc2c1c(NC(=O)C1CC(=O)N(c3ccc(F)cc3)C1)nn2C (stereo not drawn)	i
O=C(Nc1ccc2c(c1)N(C(=O)C1CC1)CC2)c1c(F)cccc1Cl	i
COc1cn(CC(=O)Nc2ccc(Br)cc2)c(CSc2ccccc2)cc1=O	i

Among those listed so far, 6 contain two or more sulfur atoms.
mol	GIRK2 act
COC(=O)Cn1c(=NC(=O)c2ccnn2C)sc2cc(S(N)(=O)=O)ccc21	i
COC(=O)c1cc(C(C)C)nc2c1c(-c1cccs1)nn2C1CCS(=O)(=O)C1 (stereo not drawn)	i
Cc1ccc(S(=O)(=O)Nc2nc(CCC(=O)NCc3cccs3)cs2)cc1	i
CSc1cccc(NC(=O)Cc2nnc(-c3ccsc3)o2)c1	i
CCS(=O)(=O)c1ccc(C(=O)N(CCN2CCOCC2)c2nc3c(Cl)cccc3s2)cc1	i
COC(=O)c1sccc1S(=O)(=O)N1CCC(c2nnc(C3CC3)o2)CC1	i

(further entries)
| molecule | GIRK2 act |
| --- | --- |
| CCC(=O)Nc1ccc(SCC(=O)Nc2ccc(F)cc2)nn1 | i |
| COc1ccc(-c2noc(CN3C(=O)COc4cc(C(C)(C)C)ccc43)n2)cc1OC | i |
| CC(C)(C)OC(=O)N1CC(C(=O)O)C1 | i |
| O=C(Cc1ccc(NS(=O)(=O)Cc2ccccc2)cc1)N1CCOCC1 | i |
| COc1cc(OC)cc(C(=O)NCC(c2cccc3ccccc23)N2CCOCC2)c1 (stereo not drawn) | i |
| O=C(COc1ccc(Cl)cc1)Nc1ccc(N2CCCC2=O)cc1 | i |
| O=C(Cc1csc(-n2cccc2)n1)NCc1ccccc1 | i |
| Cc1cccc(C)c1NC(=O)Cn1c(=O)n(C(C)C)c(=O)c2nscc21 | i |
| Cc1onc(-c2c(F)cccc2Cl)c1C(=O)Nc1cc(S(=O)(=O)N2CCCCC2)ccc1O | i |
| CC(C)c1ccc(C(=O)Cn2nc(-c3ccco3)c3sc(N4CCCCC4)nc3c2=O)cc1 | i |
| O=C(Cc1ccc(NC(=O)C2CCCC2)cc1)NCC(F)(F)F | i |
| COc1ccc(-c2ccc(N3CCC(C(=O)N4CCc5ccccc5C4)CC3)nn2)cc1 | i |
| CCOc1ccccc1NC(=O)Nc1ccc(CC(=O)N(C)C)cc1 | i |
| COc1ccc(OC)c(S(=O)(=O)Nc2ccc3c(c2)N(S(=O)(=O)c2cccs2)CCC3)c1 | i |
| CCOc1cc(C)c(C(C)C)cc1S(=O)(=O)NC1CCCC1 | i |
| COc1ccc(Cl)cc1NC(=O)CSc1ncc(-c2ccc(F)cc2)o1 | i |
| O=C(Nc1ccc2c(c1)CN(C(=O)C1CC1)CC2)c1cnc2ccccc2n1 | i |
| COc1ccccc1NC(=O)C(=O)NCC(c1ccc(C)cc1)N1CCOCC1 (stereo not drawn) | i |
| Cc1cc(NC(=O)c2ccc(Br)cc2)ccc1N1CCCCC1=O | i |
| O=S(=O)(Cc1ccccc1)N1CCN(c2ccc(N3CCCC3)nn2)CC1 | i |
| Cc1ccc(Oc2ccc(C(=O)Nc3ccc(Nc4cc(N5CCOCC5)nc(C)n4)cc3)cc2)nn1 | i |
| O=C(Cn1nc(C(=O)N2CCOCC2)cc1C1CC1)Nc1ccc(F)c(F)c1F | i |
| Cc1cc(C(=O)NCC(c2ccco2)N2CCOCC2)c(C)o1 (stereo not drawn) | i |
| O=S(=O)(Cc1ccc(F)cc1)NCCN1CCC(c2cccs2)CC1 | i |
| COc1ccc(Nc2cc(C)nc(NCCNC(=O)COc3nccc(C)n3)n2)cc1 | i |
| COc1ccc2nc(-c3ccc(Cl)c(NC(=O)C(C)(C)C)c3)cn2n1 | i |
| CCOc1ccc(-c2ccc(N3CCN(S(=O)(=O)c4ccc5c(c4)OCCO5)CC3)nn2)cc1 | i |
| O=C(Nc1nc(-c2cccnc2)cs1)C1CCCN(c2ccc(-n3ccnc3)nn2)C1 (stereo not drawn) | i |
| COc1cccc(/C=C2\Oc3c(ccc4c3CN(C3CC3)CO4)C2=O)c1OC | i |
| Cn1nc2c(c1NC(=O)c1ccc(S(=O)(=O)N3CCCC3)cc1)CCC2 | i |
| COc1ccc(CCNC(=O)Cn2nc(-c3ccco3)ccc2=O)cc1 | i |
| Cc1ccc(S(=O)(=O)NCC2CCN(Cc3ccco3)CC2)cc1C | i |
| COc1ccc(NC(=O)CSc2c(C)cnc3c2c(=O)n(C)c(=O)n3C)cc1OC | i |
| COc1cccc(C(CNS(=O)(=O)c2cc(OC)ccc2OC)N2CCOCC2)c1 (stereo not drawn) | i |
| COc1ccc(CCNC(=O)N2CCC(c3nnc(-c4ccc(F)cc4)o3)CC2)cc1 | i |
| CCOCC(=O)Nc1cc(-c2cn3nc(OC)ccc3n2)ccc1F | i |
| COc1ccccc1-c1noc(C2CN(S(=O)(=O)C3CC3)C2)n1 | i |
| COC(=O)Nc1nc(CC(=O)N2CCN(c3ccccc3)CC2)cs1 | i |
| COc1ccc(C(=O)NCCNc2ccc(Nc3ccccn3)nn2)cc1 | i |
| COc1ccc(CNC(=O)Cc2csc(Nc3cccc(Cl)c3)n2)cc1 | i |
| CC(=O)Nc1cccc(NC(=O)c2ccc(=O)n(Cc3ccccc3Cl)c2)c1 | i |
| CC1Cc2c(NC(=O)c3cccn(C)c3=O)nn(C)c2NC1=O (stereo not drawn) | i |
| Cc1cccc(NC(=O)CC2CCCCN2S(=O)(=O)c2cccs2)c1C (stereo not drawn) | i |
| COc1cc(NC(=O)CCc2sc(C)nc2-c2cccs2)c(OC)cc1Cl | i |
| COC(=O)c1ccc(Cn2cnc3c(nnn3C)c2=O)o1 | i |
| CC1(C)CC(=O)C(C(C2=C(O)CC(C)(C)CC2=O)c2cccnc2)C(=O)C1 (stereo not drawn) | i |
| COC(=O)N1CCc2ccc(NS(C)(=O)=O)cc2C1 | i |
